Source: PubChem
PLC-gamma1 inh: PLC-gamma1 enzyme inhibitors, primary screen, biochemical, fluorescence, purified enzyme. 1-phosphatidylinositol 4,5-bisphosphate phosphodiesterase gamma-1 (Homo sapiens), P19174. fluorogenic substrate. inhibition, % at 12.2 µM. 370,000 compounds, 0.84% hits. AID 720700, 2013; in the data active = inhibition above about 9.5%
Target sequence (P19174 whole entry, looked up): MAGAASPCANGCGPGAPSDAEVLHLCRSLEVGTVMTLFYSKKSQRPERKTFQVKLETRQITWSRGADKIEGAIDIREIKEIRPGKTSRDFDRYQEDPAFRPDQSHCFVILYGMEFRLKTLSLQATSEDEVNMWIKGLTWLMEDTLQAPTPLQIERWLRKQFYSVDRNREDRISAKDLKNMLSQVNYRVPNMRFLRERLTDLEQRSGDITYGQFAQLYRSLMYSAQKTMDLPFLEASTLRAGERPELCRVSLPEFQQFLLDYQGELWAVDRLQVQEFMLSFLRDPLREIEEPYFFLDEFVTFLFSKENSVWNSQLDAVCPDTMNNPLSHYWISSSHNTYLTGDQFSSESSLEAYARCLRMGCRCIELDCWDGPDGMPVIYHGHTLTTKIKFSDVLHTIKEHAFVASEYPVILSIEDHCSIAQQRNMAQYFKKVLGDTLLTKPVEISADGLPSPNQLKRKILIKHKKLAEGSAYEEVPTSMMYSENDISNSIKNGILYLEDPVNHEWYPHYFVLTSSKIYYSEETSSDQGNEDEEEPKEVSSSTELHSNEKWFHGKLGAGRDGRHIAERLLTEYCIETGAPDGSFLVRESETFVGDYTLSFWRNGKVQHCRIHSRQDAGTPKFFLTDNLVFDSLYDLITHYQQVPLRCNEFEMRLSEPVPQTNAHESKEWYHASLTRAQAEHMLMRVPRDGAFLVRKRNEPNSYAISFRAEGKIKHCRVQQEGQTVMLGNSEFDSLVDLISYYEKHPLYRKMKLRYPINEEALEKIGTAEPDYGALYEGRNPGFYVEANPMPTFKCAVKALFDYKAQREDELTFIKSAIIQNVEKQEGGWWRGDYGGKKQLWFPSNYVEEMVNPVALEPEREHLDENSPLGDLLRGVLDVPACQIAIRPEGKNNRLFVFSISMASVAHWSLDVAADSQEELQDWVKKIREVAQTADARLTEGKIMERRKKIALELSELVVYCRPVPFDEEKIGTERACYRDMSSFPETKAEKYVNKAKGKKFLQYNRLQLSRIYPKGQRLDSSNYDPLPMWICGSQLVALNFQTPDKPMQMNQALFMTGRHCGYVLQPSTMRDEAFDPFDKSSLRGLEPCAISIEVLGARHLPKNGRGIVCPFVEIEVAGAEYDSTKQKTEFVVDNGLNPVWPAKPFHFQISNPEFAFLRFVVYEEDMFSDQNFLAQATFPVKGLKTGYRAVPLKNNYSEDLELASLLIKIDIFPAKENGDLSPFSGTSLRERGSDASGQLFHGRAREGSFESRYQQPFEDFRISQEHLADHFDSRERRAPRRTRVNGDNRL
ADAM10 inh: human ADAM10 inhibitors, primary screen, biochemical, QFRET, HTS; Disintegrin and metalloproteinase domain-containing protein 10 (Homo sapiens), O14672; recombinant ADAM10, EDANS/DABCYL FRET peptide cleavage, 3 h; inhibition, % at 7 µM; 370,000 compounds, 0.62% hits; AID 720582, 2013;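 active = inhibition above a per-campaign cutoff equal to the mean of compounds falling between control-based bounds plus 3 SD, cut at about 20% in these data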;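 note: 0% = DMSO wells while the 100% control is not disclosed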
ASAP1 inh: inhibitors of human ASAP1 ArfGAP activity, primary screen, biochemical, fluorescence polarization. Arf-GAP with SH3 domain, ANK repeat and PH domain-containing protein 1 (Homo sapiens), …. ASAP1-stimulated ARF1 GTP hydrolysis, GDP FP detection. AID 624377, 2012. 360,000 compounds, 0.19% hits. inhibition, % at 16.5 µM; in the data active = inhibition above about 25%;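 note: 0% = vehicle with enzyme and substrate and 100% = no enzyme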
TDP2 absorb: human TDP2 enzyme inhibitors, primary screen, biochemical, epi absorbance, recombinant enzyme. Tyrosyl-DNA phosphodiesterase 2 (Homo sapiens), O95551. T5PNP hydrolysis, p-nitrophenol absorbance 415 nm. inhibition, % at 12.8 µM. 370,000 compounds, 0.34% hits. AID 720702, 2013;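 active = inhibition above the mean of all tested compounds plus 3 SD, set per campaign, cut at about 25% in these data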;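 note: 0% = DMSO with enzyme and 100% = buffer with substrate but no TDP2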
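Incubation: 2 h at 37 °C; Test system: recombinant human TDP2; Quantity: enzyme 120 nM; Read-out basis: percent inhibition; Medium: 50 mM Tris-HCl pH 7.5 with Mg2+, KCl, DTT, BSA; Repeats: single replicate; Compound: 12.8 µM single point, 1% DMSO; Signal: epi absorbance; Reagent: 5 mM T5PNP chromogenic substrate; Benchmarks: no-enzyme high, DMSO-plus-enzyme low.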
PLC-beta3 inh: human PLC-beta3 inhibitors, primary screen, biochemical, fluorescence; 1-phosphatidylinositol 4,5-bisphosphate phosphodiesterase beta-3 (Homo sapiens), Q01970; Purified PLC-beta3, fluorogenic substrate; inhibition, % at 12.2 µM; 370,000 compounds, 0.18% hits; in the data active = inhibition above about 11%;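 note: 0% = median of compound wells on plate and 100% = full blocker control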
ARFGAP1 inh: inhibitors of rat ARFGAP1 GAP activity, primary screen, biochemical, fluorescence polarization, GDP tracer; 360,000 compounds, 0.26% hits; Arfgap1-stimulated ARF1 GTP hydrolysis, GDP FP detection; ADP-ribosylation factor GTPase-activating protein 1 (Rattus norvegicus), Q62848; inhibition, % at 16.5 µM; AID 651572, 2012;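 active = inhibition above a per-plate limit, mean inhibition of low control wells plus 3 SD, cut at about 25% in these data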;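 note: 0% = DMSO wells with enzyme and 100% = wells lacking Arfgap1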
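Assay system: purified rat His6-Arfgap1 residues 1-136 (GAP domain); Reagent: human Δ17 ARF1 bound to GTP; Dosing: 16.5 µM single point, 1.26% DMSO; Times: GTP hydrolysis reaction 2 h at 25 °C; Signal: FP, GDP Alexa 633 tracer displaced from anti-GDP antibody, 620/688 nm; Measure: % inhibition from polarization.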
ADAM17 inh: ADAM17 inhibitors, primary screen, biochemical, QFRET; Disintegrin and metalloproteinase domain-containing protein 17 (Homo sapiens), P78536; recombinant ADAM17, EDANS/DABCYL FRET peptide cleavage; inhibition, % at 6.95 µM; 370,000 compounds, 0.83% hits; AID 720648, 2013;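 active = inhibition above the mean of compounds lying between control limits plus 3 SD, set per campaign, cut at about 8.5% in these data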;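 note: 0% = DMSO-only wells as the low control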
Tn6 DDE FP: inhibitors of Tn6 peptide binding to fibrin DD(E), primary screen, biochemical, fluorescence polarization, human fibrin, Tn6 probe | Fibrinogen beta chain (Homo sapiens), P02675 | Fibrin DD(E) TRITC-Tn6 fluorescence polarization displacement | inhibition, % at 8.3 µM | 370,000 compounds, 0.21% hits;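 active = inhibition above a per-campaign cutoff: mean of compounds within control limits plus 3 SD, cut at about 15% in these data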;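 note: 0% = median of all compound wells on the plate and 100% = blocking peptide control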
Tn7 DDE FP: inhibitors of Tn7 peptide binding to fibrin DD(E), primary screen, biochemical, fluorescence polarization, human fibrin, Tn7 probe; Fibrinogen beta chain (Homo sapiens), P02675; FP displacement of FITC-Tn7 peptide from fibrin DD(E); 0% = median of compound wells per plate; inhibition, % at 8.3 µM; 370,000 compounds, 0.13% hits;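 active = inhibition above the mean of compounds falling within the control limits plus 3 SD of them, cut at about 14% in these data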;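 note: 0% = plate median of compound wells and 100% = 10 µM Aha-Tn7 peptide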
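Test system: human clot-derived fibrin DD(E) complex / Quantity: 2 µM final DD(E) protein / Incubation: 10 min plus 3 h, room temperature / Measured by: fluorescence polarization / Benchmarks: high control of 10 µM Aha-Tn7 peptide / Replicates: singlicate testing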
SIAE primary: human SIAE inhibitors, primary screen, biochemical, fluorescence polarization, FP-Rh probe, 1536-well HTS. SIAE FP-Rh probe binding. Sialate O-acetylesterase (Homo sapiens), Q9HAT2. inhibition, % at 9.66 µM. 370,000 compounds, 0.69% hits;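 active = inhibition above a cutoff: mean of compounds within the control limits plus 3 SD of those, cut at about 17% in these data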;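 note: 0% = plate median of compound wells and 100% = probe without SIAE protein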
Numbers without * were called inactive; i = inactive.

No.	mol	PLC-gamma1 inh	ADAM10 inh	ASAP1 inh	TDP2 absorb	PLC-beta3 inh
1	C=CCNc1ncnc2c1cnn2-c1cccc(C)c1	4	1	5	0	5
2	Cc1c(C(=O)N2CCN(c3ccccc3F)CC2)oc2c1C(=O)CC(C)(C)C2	3	10	-5	4	-4
3	COC(=O)c1ccccc1NC(=O)c1ccco1	-3	4	-8	-8	-5
4	CC(=O)ON1C(C)(C)CC(OC(=O)c2ccccc2)CC1(C)C	0	3	3	-5	1
5	COc1cc(OC)cc(C(=O)NC2CCSc3ccccc32)c1 (stereo not drawn)	2	6	11	15	-7
6	Cc1ccc(NC(=O)CCc2c(C)nn(-c3ccc(N4CCOCC4)nn3)c2C)cc1C	0	5	-11	-16	-14
7	COc1ccc(CNC(=O)C[C@H]2C[C@H](C(=O)N3CCCCC3)[C@@]3(C)c4[nH]c5cc(CCC(=O)N(C)C)ccc5c4CCN3C2=O)cc1OC	-1	-4	-3	5	0
8	COc1ccc(-c2cc(C(=O)NC(C)C)no2)cc1	4	-7	7	1	-4

No.	ARFGAP1 inh	ADAM17 inh	Tn6 DDE FP	Tn7 DDE FP	SIAE primary
1	-1	1	0	-8	9
2	-5	1	0	7	3
3	5	0	1	-2	6
4	5	-4	0	2	-5
5	14	0	10	0	2
6	6	0	-6	0	-2
7	-12	-1	16*	7	2
8	-2	-4	-1	0	3

Next structures follow.
No.	mol	PLC-gamma1 inh	ADAM10 inh	ASAP1 inh	TDP2 absorb	PLC-beta3 inh
9	O=C(NC(Cc1ccccc1)C(=O)N1CCCC(C(F)(F)F)C1)c1ccccc1 (stereo not drawn)	1	8	-6	1	-3
10	Cc1cc(C)nc(SCC(CSc2nc(C)cc(C)n2)C(=O)O)n1	3	-4	-9	-5	3
11	CC(C)CNC1CS(=O)(=O)CC1O (stereo not drawn)	0	1	3	-1	-4
12	COc1cccc(CNC(=O)CSc2ccc(-c3cccs3)nn2)c1	-2	1	2	11	-6
13	CCN(CC)c1ccc2cc(C(N)=O)/c(=N\NC(=O)c3ccncc3)oc2c1	-100	1	26*	5	-118
14	C=CCC(C=C)[N+]1(CC(=O)OC)CCCCC1 (stereo not drawn)	1	-4	10	4	2
15	O=C(Nc1ccc(F)cc1F)c1ccco1	9	-5	-3	-17	9
16	O=C(c1ccco1)c1cn(CC(=O)N2CCCCCC2)c2ccccc12	-5	-2	-3	-15	-16

No.	ARFGAP1 inh	ADAM17 inh	Tn6 DDE FP	Tn7 DDE FP	SIAE primary
9	2	2	-7	1	4
10	-8	-3	3	2	-3
11	5	-3	0	0	-4
12	2	-3	-3	3	0
13	14	1	-16	-28	-6
14	-2	-1	-1	-6	0
15	-12	6	-4	-1	-7
16	9	-1	4	1	-5

(more compounds)
No.	mol	PLC-gamma1 inh	ADAM10 inh	ASAP1 inh	TDP2 absorb	PLC-beta3 inh
17	CC(O)C1CCC2C3CC[C@H]4CC(O)CCC4(C)C3CC3(OCCO3)C12C (stereo partly drawn)	1	-4	-9	-20	2
18	Cc1ccc(-n2c(Cc3cccs3)nnc2SCC(N)=O)cc1	1	-5	-15	14	1
19	CCOC(=O)c1sc(NC(=O)CSc2nnc(C)s2)c(C(=O)OCC)c1C	3	4	11	5	3
20	COc1ccc(NC(=O)c2cc(C)no2)cc1OC	2	2	-9	20	-2
21	CC(=O)Nc1ccc(/C=N/NC(=O)c2cccs2)cc1	-17	-10	1	4	-21
22	CCCP(=O)(CCC)CCP(=O)(c1ccccc1)c1ccccc1	-1	-5	-5	-8	0
23	CCN(CC)C(=O)C(C)N(C#N)c1nc(SC)nc(N(C)C)n1 (stereo not drawn)	0	-2	-6	6	0
24	CNC(=O)COc1coc(CN2CCN(c3ccc(F)cc3)CC2)cc1=O	2	-2	-4	10	-4

No.	ARFGAP1 inh	ADAM17 inh	Tn6 DDE FP	Tn7 DDE FP	SIAE primary
17	-2	0	12	6	-4
18	-7	-3	2	-3	3
19	-7	0	-3	0	3
20	15	-1	-10	5	2
21	-4	-4	-1	-1	0
22	8	-2	2	3	-4
23	-1	-6	7	1	-8
24	4	-7	3	-1	-3

Going on with the list:
No.	mol	PLC-gamma1 inh	ADAM10 inh	ASAP1 inh	TDP2 absorb	PLC-beta3 inh
25	COc1cc(C(=O)N/C(=C\c2cn(C)c3ccccc23)C(=O)NCCCN2CCOCC2)cc(OC)c1OC	-2	-2	-12	-2	-14
26	COc1ccc(-c2csc(Nc3cccc(C)n3)n2)cc1	5	9	-2	-20	-6
27	N#CCCN(Cc1ccccc1)S(=O)(=O)c1cccs1	-2	-3	-4	9	-3
28	CC(C)=CCc1c(O)ccc(C(=O)Cc2ccccc2)c1O	1	18	14	-8	-8
29	CCCn1c(CC)nc([N+](=O)[O-])c1Sc1ccc(F)cc1	3	-6	2	-5	6
30	CSC1=Nc2ccccc2N=C(N2CCCC2)C1	-1	-2	1	-5	3
31	CCCn1cc2c(c1-c1ccc(C)cc1)c(=O)n(C)c(=O)n2C	-1	0	-2	-1	-3
32	Cc1cc(=O)oc2c(C)c(OCC(=O)NCCCN3CCCC3=O)ccc12	-7	-100	12	13	-10

No.	ARFGAP1 inh	ADAM17 inh	Tn6 DDE FP	Tn7 DDE FP	SIAE primary
25	-3	3	1	1	9
26	-9	2	10	-5	3
27	-3	-3	-6	-3	1
28	18	10*	-4	-14	-18
29	1	-2	6	-6	-10
30	9	0	2	1	5
31	0	1	0	-7	4
32	3	-31	-4	-3	-6

Further structures follow.
No.	mol	PLC-gamma1 inh	ADAM10 inh	ASAP1 inh	TDP2 absorb	PLC-beta3 inh
33	COc1ccc2occ(NC(C)=O)c2c1	-8	-9	5	-1	-15
34	Cn1cccc1C(=O)N1CCN(S(=O)(=O)c2ccccc2)CC1	-5	-4	4	11	-5
35	COc1cccc(NC(=O)CN(C)S(=O)(=O)c2ccc3c(c2)n(C)c(=O)c(=O)n3C)c1	1	-6	3	7	3
36	O=C(CCCc1ccncc1)c1ccccc1	0	-3	12	0	5
37	O=C(CSC1=NCCS1)N1N=C(c2cccs2)CC1c1ccc(F)cc1 (stereo not drawn)	-33	-43	-16	-4	-46
38	COc1ccc(-c2nc(C#N)c(NCc3ccccc3Cl)o2)cc1	-21	-18	3	1	-32
39	CCO[C@@H]1OC(C(=O)NCc2ccccc2)=C[C@H](c2cn(C(C)=O)c3ccccc23)[C@H]1CCCO	-1	9	-3	1	2
40	O=C(CN1C(=O)c2ccccc2C1=O)Nc1cccnc1	-2	3	14	2	2

No.	ARFGAP1 inh	ADAM17 inh	Tn6 DDE FP	Tn7 DDE FP	SIAE primary
33	2	-4	4	-2	4
34	0	0	-4	-4	12
35	8	-1	13	-1	-3
36	10	2	1	-4	9
37	13	-9	-5	-7	0
38	11	-10	-1	4	2
39	-11	1	-1	3	2
40	-1	-3	-3	5	3

Overlap with the part before: 7 compounds, then new ones.
No.	mol	PLC-gamma1 inh	ADAM10 inh	ASAP1 inh	TDP2 absorb	PLC-beta3 inh
34	Cn1cccc1C(=O)N1CCN(S(=O)(=O)c2ccccc2)CC1	-5	-4	4	11	-5
35	COc1cccc(NC(=O)CN(C)S(=O)(=O)c2ccc3c(c2)n(C)c(=O)c(=O)n3C)c1	1	-6	3	7	3
36	O=C(CCCc1ccncc1)c1ccccc1	0	-3	12	0	5
37	O=C(CSC1=NCCS1)N1N=C(c2cccs2)CC1c1ccc(F)cc1 (stereo not drawn)	-33	-43	-16	-4	-46
38	COc1ccc(-c2nc(C#N)c(NCc3ccccc3Cl)o2)cc1	-21	-18	3	1	-32
39	CCO[C@@H]1OC(C(=O)NCc2ccccc2)=C[C@H](c2cn(C(C)=O)c3ccccc23)[C@H]1CCCO	-1	9	-3	1	2
40	O=C(CN1C(=O)c2ccccc2C1=O)Nc1cccnc1	-2	3	14	2	2
41	CCOC(=O)c1c(NC(=O)c2c(Br)cnn2C)c(C#N)nn1-c1ccccc1	-5	-16	-4	-6	-2
42	CC(C)(C)C1CCc2onc(C(=O)O)c2C1 (stereo not drawn)	-2	-3	4	9	1
43	CCOC(=O)c1ccc(NC(=O)c2cc(F)c(F)cc2Cl)cc1	2	-6	-8	-2	-4
44	CCOC(=O)N1CCN(S(=O)(=O)N2CCCC(C(=O)NCCCN3CCCCC3)C2)CC1 (stereo not drawn)	0	-9	-11	7	-7
45	CC(C)OC(=O)CSc1nc(Cc2cccs2)nc2ccccc12	-5	-4	10	1	-5
46	O=C(Nc1ccccc1N1CCOCC1)c1ccc([N+](=O)[O-])cc1	3	5	4	-5	2
47	Cc1cccc(C(=O)Nc2cccc3cccnc23)c1	-1	4	-6	-1	-4
48	CC1=CN2C(=NC(=O)CC2(C)C(=O)N(CC(=O)NC2CCCC2)Cc2ccc(Cl)cc2)C=C1 (stereo not drawn)	-181	i	-16	14	-263
49	Cc1cc(NO)nc(-c2ccc(Br)cc2)n1	-2	4	-2	-6	5
50	CCOC(=O)c1ccccc1NS(=O)(=O)c1ccc(C)cc1	-3	-4	14	4	-6

No.	ARFGAP1 inh	ADAM17 inh	Tn6 DDE FP	Tn7 DDE FP	SIAE primary
34	0	0	-4	-4	12
35	8	-1	13	-1	-3
36	10	2	1	-4	9
37	13	-9	-5	-7	0
38	11	-10	-1	4	2
39	-11	1	-1	3	2
40	-1	-3	-3	5	3
41	0	-9	1	-7	-5
42	-4	-5	-3	-1	2
43	-1	-2	-2	5	-4
44	-12	-2	0	-3	1
45	-6	-1	4	2	-4
46	-5	-4	10	5	-2
47	-1	1	6	-2	0
48	1	i	1	13	1
49	-1	2	4	-3	-4
50	-10	0	12	4	1
